# Screening data from PubChem.
# HCMV inh = qHTS Assay for inhibitors of the human cytomegalovirus (HCMV) | HFF cells, HCMV-luciferase reporter, 72 h; hits give low values | activity change, negative = inhibition, % at 57.5 µM | 410,000 compounds, 4.5% hits | AID 1259415, 2018; in the data active = activity change below about -60%; inconclusive = no clear call, values can overlap the other calls; inactive = above about -39%
#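 Human foreskin fibroblasts infected with luciferase-reporter HCMV at MOI 1 PFU/cell, compounds at two doses. Luciferase measured 72 h post infection; normalized to buffer-only basal and Salinomycin (10uM) controls.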
# The depositor's hits bear a star; ? = inconclusive. % is scaled to controls: 0 for no effect and ±100 for the full control effect. Only part of the results is shown. The share of hits here may be higher or lower than overall.
no. | mol | HCMV inh
1 | COC(=O)[C@]12C[C@H](CC(=O)NCC3CCCCC3)C(=O)N(Cc3ccccc3)C1=C[C@H](C(C)(C)C)O[C@@H]2C | -33
2 | CCOC(=O)C1=CCN(S(=O)(=O)c2ccc(Br)cc2)C1c1ccc(Br)cc1 (stereo not drawn) | -33
3 | COc1ccc(-c2cc(NC=O)c3ncc(-c4ccc(OC)c(OC)c4)n3c2)cn1 | -12
4 | CC(=O)Nc1ccc(NC(=O)C2=COC3=NC(=O)N(Cc4ccccc4C)CCN23)cc1 | -35
5 | COC(=O)c1ccc2nc(-c3ccccc3)c(Cc3ccccc3)n2c1 | 102
6 | Nc1ccccc1NC(=O)OCc1ccccc1 | -15
7 | NC(=O)/C(=C\c1ccc([N+](=O)[O-])o1)c1ccco1 | ?
8 | Cc1ccc(C)n1C1C(=O)N(Cc2ccc(C(F)(F)F)cc2)c2ccccc21 (stereo not drawn) | 30
9 | COc1ccc(-c2cnn(C(C)(C)C(=O)Nc3ccccn3)c2)cc1OC | 25
10 | Cc1oc2c(c(C)nn2-c2ccccc2)c(=O)c1Cl | 51
11 | O=c1cc(CN2CCCC2)c2ccccc2o1 | 9
12 | C[C@H](CO)N1C[C@H](C)[C@H](CN(C)C(=O)Nc2ccc3c(c2)OCO3)OCc2cnnn2CCCC1=O | 4
13 | Cc1cccc(C)c1-n1nnnc1C(C1CC1)N1C(=O)C(=O)c2ccccc21 (stereo not drawn) | -4
14 | CCCN1C(=O)COCc2cc(-c3ccc(N(C)C)cc3)ccc21 | 75
15 | O=C(CC1CC1)N1CC(=O)N2[C@@H](CO)[C@@H](c3ccc(Br)cc3)[C@@H]2C1 | -21
16 | O=S1(=O)CC(N2CCC(c3ccccc3)CC2)CN1Cc1cn(Cc2ccc(C(F)(F)F)cc2)nn1 (stereo not drawn) | -34
17 | CC(=O)OCC(=O)C1(O)CCC2C3CC(C)C4=CC(=O)C=CC4(C)C3C(O)CC21C (stereo not drawn) | 38
18 | CCOC(=O)c1cccn1C1C(=O)N(Cc2ccc(OC)cc2)c2ccc(F)cc21 (stereo not drawn) | -10
19 | O=C(c1ccccc1)C12COc3ccccc3C1ON=C2c1ccccc1 (stereo not drawn) | -16
20 | C#CCN1CC(COc2ccccc2)Oc2cccc(Oc3ccc(C(C)C)cc3)c2S1(=O)=O (stereo not drawn) | ?
21 | Oc1cccc(Nc2cc3[nH]c(-c4ccccc4)cc3cn2)c1 | -87*
22 | CC(C)CNc1ccc2c(c1)OC[C@H](C)NS2(=O)=O | 3
23 | N#Cc1ccc(OCC(=O)N[C@@H](Cc2ccccc2)c2nc3ccccc3[nH]2)cc1 | -1
24 | CN1C(=O)[C@@]2(O[C@H]3c4ccccc4C=CN3C3=C2C(=O)CCC3)c2ccccc21 | -29
25 | COc1ccc(C(C)=O)cc1CSC(=S)N1CCSCC1 | 22
26 | Cc1cc2c(nc1C)CCCN2Cc1ccccn1 | 10
27 | Cc1cccc(-c2cccc3[nH]c4c(c23)CCN2C(=O)[C@H]3[C@H](C)ON(C)[C@H]3C[C@@H]42)c1 | ?
28 | O=[N+]([O-])c1cc(S(=O)(=O)NCc2ccco2)ccc1NN=Cc1ccccn1 | 40
29 | CC(C)(C)C(C)(C)CN=CN1c2ccccc2-n2cccc2C1c1cccc(F)c1 (stereo not drawn) | -5
30 | CC1CN=C(c2cc(Cl)c(N)c(Cl)c2)c2c3ccccc3nn21 (stereo not drawn) | 79
31 | O=C(Nc1ccn2ccnc2n1)c1ccccc1C(F)(F)F | -13
32 | CCCCNC(=O)N[C@H]1CC[C@@]23CCCN2C(=O)CCC[C@H]3[C@H]1C | -8
33 | COC(=O)[C@H]1[C@H](CO)[C@H]2Cn3c(ccc(Br)c3=O)[C@H]2N1Cc1ccc2c(c1)OCO2 | 10
34 | CC1CCCN(C(=O)Nc2ccc([N+](=O)[O-])cc2)C1 (stereo not drawn) | -17
35 | CCCCN1CC(COc2ccc(OC)cc2)OCCS1(=O)=O (stereo not drawn) | -22
36 | C[C@@H]1CN([C@@H](C)CO)C(=O)CCCn2nncc2CO[C@H]1CN(C)Cc1ccc(O)cc1 | 20
37 | COC(=O)c1cc2c(c3c4ccccc4n(S(=O)(=O)c4ccc(C)cc4)c13)C(=O)N(Cc1ccccc1)C2 | -7
38 | CCOC(=O)C1=C(Nc2ccc(Br)cc2)C(=O)N(CC)C1 | -12
39 | C[C@@H]1CC(=O)N(C)[C@H](c2ccccc2)[C@H]1S(=O)(=O)c1ccccc1 | -8
40 | CC(C)NC(=O)c1nnc2n1CCN(Cc1ccc(Cl)c(F)c1)C2 | -1
41 | COc1cccc(CN2C(=O)COCc3cc(-c4cccc(CO)c4)ccc32)c1 | -17
42 | O=C(N[C@H](Cc1ccccc1)C(=O)NC1CCCCC1)[C@H]1O[C@@H](n2ccc(=O)[nH]c2=O)[C@H](O)[C@@H]1O | 12
43 | CCC[C@H]1[C@H](N(C)Cc2cccs2)CC[C@@]23CCCN2C(=O)CCC[C@@H]13 | -5
44 | CCCc1nc2ccc(C(=O)OC)cn2c1Cc1ccccc1OC | 18
45 | CCOC(=O)C1CSCCS(=O)(=O)N1Cc1ccccc1F (stereo not drawn) | -8
46 | C[C@H]1[C@H](c2ccccc2)Oc2cccc(NCCc3ccccc3)c2S(=O)(=O)N1Cc1cccc(F)c1 | -34
47 | Clc1ccccc1-c1nc2c(NCc3ccccc3)nccc2[nH]1 | 3
48 | Cc1cc(=O)n2nc(N3CCCC(C(=O)Nc4cccc(C)c4C)C3)sc2n1 (stereo not drawn) | 20
49 | CCOc1ccc(CCNC(=O)C2CCCN(S(=O)(=O)N3CCCCC3)C2)cc1OCC (stereo not drawn) | -11
50 | Cc1cccc(C(=O)N2CCn3c(nnc3C(=O)NC(C)C)C2)c1C | -13
51 | Cc1ccc(Cl)cc1NC(=O)N(C)CCOC(=O)Nc1cccc(Cl)c1 | -9
52 | CN(C)c1cccc(Nc2cc3c(cn2)cc(-c2cnn(C)c2)n3C)c1 | -32
53 | OCCC#Cc1ccc(F)c(-c2noc3ccccc23)c1 | -10
54 | CC(C)C[C@H]1COc2c(Cl)cccc2S(=O)(=O)N1Cc1ccc(F)cc1F | -13
55 | CCC(CC)C(Nc1ccccc1C(C)=O)C(=O)NC1CCCCC1 (stereo not drawn) | -34
56 | CN1C(=O)CC[C@@H](S(=O)(=O)c2ccccc2)[C@@H]1c1ccccc1 | 9
57 | CCCCNC(=O)c1nc2cc(C)c(C)cc2nc1-c1cccc(Br)c1 | -94*
58 | Cc1nc2ccc(S(=O)(=O)CCC(=O)NCCc3ccccc3)cc2s1 | 8
59 | CC1CN(C(=O)c2ccccc2)CCC1=NO (stereo not drawn) | 2
60 | O=C(CSC1CCc2ccccc21)NN=Cc1ccco1 (stereo not drawn) | 16

# Other compounds follow.
no. | mol | HCMV inh
61 | O=S(=O)(c1ccccc1)N1[C@@H]2CC[C@@H](C2)[C@H]1c1nc2c(OCC3CCOCC3)cccc2[nH]1 | 1
62 | C#CCN1CC(COCCCC)Oc2cccc(F)c2S1(=O)=O (stereo not drawn) | -16
63 | COc1ccc(C2=NCC(C)n3c2c2ccccc2[n+]3[O-])cc1 (stereo not drawn) | 14
64 | Cc1cc(C)c(CN2CCN(C(=O)Cn3cc(C)c(=O)[nH]c3=O)CC2)c(C)c1 | -21
65 | Nc1[nH]c(C(=O)c2ccc(Br)cc2)c(-c2ccc3ccccc3c2)c1C(=O)NCCc1c[nH]c2ccccc12 | 2
66 | COc1ccc2c3c([nH]c2c1)[C@H](CO)N(C(=O)c1cccc(F)c1)CC31CCN(S(=O)(=O)c2cccs2)CC1 | -17
67 | CN1CCN(C(=O)c2ccc(N3CC4ON=C(c5c(F)cccc5Cl)C4C3)cc2)CC1 (stereo not drawn) | -13
68 | CN1C(=O)C(C2(O)C(=O)N(Cc3ccccc3)c3cc(Br)ccc32)c2ccccc21 (stereo not drawn) | ?
69 | CC(=NNc1cc(C)c2cc(C)ccc2n1)c1ccccn1 | -100*
70 | COC(=O)C1CC(OC(C)=O)C(=O)[C@H]2C1(C)CC[C@H]1C(=O)OC(c3ccoc3)CC12C (stereo partly drawn) | 9
71 | Cc1ccc(C)n1C1C(=O)N(C)c2c(F)cccc21 (stereo not drawn) | 1
72 | Cc1ccc(CN(C)C[C@H]2OCc3cnnn3CCCC(=O)N([C@H](C)CO)C[C@@H]2C)cc1 | 17
73 | CC(C)C[C@H]1COc2cc(NCc3ccc(Cl)c(Cl)c3)ccc2S(=O)(=O)N1 | -13
74 | CCCN1C(=O)CC[C@@H](S(=O)(=O)c2ccccc2)[C@@H]1c1ccco1 | -24
75 | COc1ccc(OC)c(S(=O)(=O)CC(=O)c2cc3ccccc3oc2=O)c1 | 5
76 | S=C(SCc1nc(-c2ccc(Cl)cc2)no1)N1CCSCC1 | -17
77 | COc1cc2c(NCCCCCCO[N+](=O)[O-])ncnc2c(OC)c1OC | -25
78 | O=C(Nc1c(F)c(F)c(F)c(F)c1F)OC[C@@H]1CSCCS(=O)(=O)N1 | -4
79 | Cc1ccc(C)n1C1C(=O)N(C)c2ccccc21 (stereo not drawn) | 0
80 | COc1ccc(C=NN(C)C(=O)Nc2cccc(Cl)c2)cc1OC | -9
81 | COC(=O)CCN(Cc1ccc(OC)cc1OC)S(=O)(=O)c1ccccc1Br | 3
82 | CC(C)CNc1cccc2c1S(=O)(=O)N[C@H](CC(C)C)CO2 | -25
83 | CCCCOCC1CN(CCCC)S(=O)(=O)c2c(cccc2Sc2ccc(OC)c(OC)c2)O1 (stereo not drawn) | 16
84 | CCCNC(=O)c1nnc2n1CCN(C(=O)CCc1ccccc1)C2 | -10
85 | CCOc1ccc(NC(=O)C2CCCN(S(=O)(=O)c3ccc4c(c3)C(C)(C)C(=O)N4C)C2)cc1 (stereo not drawn) | 89
86 | O=C(Cc1ccccc1[N+](=O)[O-])c1ccccc1[N+](=O)[O-] | -14
87 | O=C(NCc1ccccn1)[C@H]1[C@H](CO)[C@H]2Cn3c(cccc3=O)[C@@H]1N2CC1CCCCC1 | -1
88 | C=CCN1[C@@H](CC(C)C)COc2cccc(NCCCN3CCOCC3)c2S1(=O)=O | -19
89 | COC(=O)C1=C(C)N(Cc2cccc(C(F)(F)F)c2)C(=NCc2ccc(OC)cc2)NC1c1cccc(C(F)(F)F)c1 (stereo not drawn) | -99*
90 | Cc1noc(C)c1NC(=O)Nc1ccc2c(c1)C(=O)N([C@H](C)CO)C[C@H](C)[C@H](CN(C)Cc1ccncc1)OCCCC[C@@H](C)O2 | -3
91 | COc1ccc(OC)c(CN(CC(C)C)S(=O)(=O)c2ccccc2Br)c1 | -35
92 | CCC[C@H]1[C@@H](NS(=O)(=O)c2cccs2)CC[C@@]23CCCN2C(=O)CCC[C@@H]13 | -5
93 | Nc1[nH]c(C(=O)c2ccc(Br)cc2)c(-c2ccc(F)cc2)c1C(=O)NCCc1c[nH]c2ccccc12 | -29
94 | COC(=O)/C=C1\OC(C)c2ccccc21 (stereo not drawn) | 84

# Compounds 74 through 91, quoted:
no. | mol | HCMV inh
74 | CCCN1C(=O)CC[C@@H](S(=O)(=O)c2ccccc2)[C@@H]1c1ccco1 | -24
75 | COc1ccc(OC)c(S(=O)(=O)CC(=O)c2cc3ccccc3oc2=O)c1 | 5
76 | S=C(SCc1nc(-c2ccc(Cl)cc2)no1)N1CCSCC1 | -17
77 | COc1cc2c(NCCCCCCO[N+](=O)[O-])ncnc2c(OC)c1OC | -25
78 | O=C(Nc1c(F)c(F)c(F)c(F)c1F)OC[C@@H]1CSCCS(=O)(=O)N1 | -4
79 | Cc1ccc(C)n1C1C(=O)N(C)c2ccccc21 (stereo not drawn) | 0
80 | COc1ccc(C=NN(C)C(=O)Nc2cccc(Cl)c2)cc1OC | -9
81 | COC(=O)CCN(Cc1ccc(OC)cc1OC)S(=O)(=O)c1ccccc1Br | 3
82 | CC(C)CNc1cccc2c1S(=O)(=O)N[C@H](CC(C)C)CO2 | -25
83 | CCCCOCC1CN(CCCC)S(=O)(=O)c2c(cccc2Sc2ccc(OC)c(OC)c2)O1 (stereo not drawn) | 16
84 | CCCNC(=O)c1nnc2n1CCN(C(=O)CCc1ccccc1)C2 | -10
85 | CCOc1ccc(NC(=O)C2CCCN(S(=O)(=O)c3ccc4c(c3)C(C)(C)C(=O)N4C)C2)cc1 (stereo not drawn) | 89
86 | O=C(Cc1ccccc1[N+](=O)[O-])c1ccccc1[N+](=O)[O-] | -14
87 | O=C(NCc1ccccn1)[C@H]1[C@H](CO)[C@H]2Cn3c(cccc3=O)[C@@H]1N2CC1CCCCC1 | -1
88 | C=CCN1[C@@H](CC(C)C)COc2cccc(NCCCN3CCOCC3)c2S1(=O)=O | -19
89 | COC(=O)C1=C(C)N(Cc2cccc(C(F)(F)F)c2)C(=NCc2ccc(OC)cc2)NC1c1cccc(C(F)(F)F)c1 (stereo not drawn) | -99*
90 | Cc1noc(C)c1NC(=O)Nc1ccc2c(c1)C(=O)N([C@H](C)CO)C[C@H](C)[C@H](CN(C)Cc1ccncc1)OCCCC[C@@H](C)O2 | -3
91 | COc1ccc(OC)c(CN(CC(C)C)S(=O)(=O)c2ccccc2Br)c1 | -35
